Assay outcomes: PubChem, several laboratories
Yp Topo-I inh – Yersinia pestis topoisomerase I inhibitors, primary screen, biochemical, cleavage product accumulation, plate reader, single point. DNA topoisomerase I (Yersinia pestis CO92). Y. pestis Topo-I cleavage product accumulation. activity, % at 10 µM. hit rate 0.064% among 360,000. AID 504884, 2011; in the data active = activity above about 50%, passing the limit was not always enough; also: inactives centre near 2
DUSP3 inh – VHR1 phosphatase inhibitors, primary screen, biochemical, absorbance, uHTS; Dual specificity protein phosphatase 3 (Homo sapiens), P51452; recombinant VHR phosphatase, pNPP absorbance; inhibition, % at 13.3 µM; hit rate 0.52% among 290,000; in the data active = inhibition above about 50%; also: some compounds called inactive have numbers as strong as hits
Target sequence (P51452 whole entry, looked up): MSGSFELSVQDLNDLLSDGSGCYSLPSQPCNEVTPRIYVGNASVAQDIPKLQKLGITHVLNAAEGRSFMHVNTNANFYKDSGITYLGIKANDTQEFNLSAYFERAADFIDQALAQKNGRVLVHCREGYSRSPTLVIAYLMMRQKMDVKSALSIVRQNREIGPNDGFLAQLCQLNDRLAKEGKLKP
Vc quorum ag – inducers of Vibrio cholerae quorum light production without autoinducers, primary screen, BH1578 luxS cqsA deficient, single point; V. cholerae BH1578 lux reporter, luminescence, 6 h; activation, % at 18.7 µM; hit rate 0.16% among 350,000; in the data active = activation mostly above about 9.7%, no sharp cut-off; also: not every result past the cut was called active; inactives centre near 0; reference of the scale not given here
SARS 3CLpro inh – SARS-CoV 3CLpro protease inhibitors, primary screen, biochemical, quenched FRET; Replicase polyprotein 1ab (Severe acute respiratory syndrome coronavirus), P0C6X7; recombinant SARS-CoV 3CLpro, quenched FRET peptide cleavage; inhibition, % at 6 µM; hit rate 0.14% among 290,000; in the data active = inhibition above about 12%
TcdB inh – TcdB glycohydrolase inhibitors, primary screen, biochemical, single point, plate reader; inhibition, % at 9.99 µM; hit rate 0.24% among 350,000; TcdB glycohydrolase enzymatic assay; Toxin B (Clostridioides difficile), P18177; AID 652162, 2013; in the data active = inhibition above about 10%
Anthrax LF inh2 – Bacillus anthracis LF protease inhibitors, primary screen, biochemical, multiplex microsphere, MLPCN library | multiplex microsphere protease cleavage assay | Lethal factor (Bacillus anthracis), P15917 | AID 588501, 2011 | hit rate 0.12% among 360,000 | inhibition, % at 10 µM; in the data active = inhibition above about 30%; also: plate controls were buffer without enzyme for full effect and enzyme alone for no effect
Rv3671c protease – Rv3671c serine protease inhibitors, primary screen, biochemical, fluorescence polarization, M. tuberculosis H37Rv | hit rate 0.048% among 320,000 | P9WHR9 | inhibition, % at 5.96 µM; in the data active = inhibition above about 38%;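 also: extracellular domain of Rv3671c used as enzyme; 0% = enzyme with DMSO and 100% = no enzyme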
Target sequence (P9WHR9 whole entry, looked up, the tested form may be a part): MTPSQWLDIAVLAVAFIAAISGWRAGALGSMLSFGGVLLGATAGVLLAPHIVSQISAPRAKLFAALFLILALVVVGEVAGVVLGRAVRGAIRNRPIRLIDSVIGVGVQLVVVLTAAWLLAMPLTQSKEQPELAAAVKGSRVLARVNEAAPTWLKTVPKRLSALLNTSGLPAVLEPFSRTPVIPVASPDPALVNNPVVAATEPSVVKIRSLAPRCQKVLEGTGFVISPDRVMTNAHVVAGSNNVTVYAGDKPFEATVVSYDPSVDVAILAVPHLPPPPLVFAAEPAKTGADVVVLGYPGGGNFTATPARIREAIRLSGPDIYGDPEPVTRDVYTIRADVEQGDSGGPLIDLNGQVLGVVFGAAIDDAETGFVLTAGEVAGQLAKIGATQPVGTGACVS
MazF activator – activators of E. coli MazEF toxin-antitoxin RNase, primary screen, biochemical, fluorescence, uHTS | FAM/BHQ RNA-DNA oligo cleavage fluorescence, 5 h | Endoribonuclease toxin MazF (Escherichia coli (strain K12)), P0AE70 | AID 504720, 2011 | hit rate 0.32% among 350,000 | activation, % at 20 µM; in the data active = activation above about 50%
Target sequence (P0AE70 whole entry, looked up): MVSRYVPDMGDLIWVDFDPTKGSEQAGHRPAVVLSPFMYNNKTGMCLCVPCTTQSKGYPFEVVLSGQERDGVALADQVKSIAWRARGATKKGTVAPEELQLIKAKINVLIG
SSB-PriA inh – inhibitors of Klebsiella pneumoniae PriA binding to SSB C-terminal tail, primary screen, biochemical, AlphaScreen | PriA–SSB C-terminal tail interaction (Klebsiella pneumoniae) | AlphaScreen SSBct-PriA binding, biotinylated peptide | inhibition, % at 33 µM | hit rate 0.6% among 430,000; in the data active = inhibition mostly above about 37%, no sharp cut-off; inactive = mostly below about 20%;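 also: plate controls were negative control peptide for no effect and reference peptide for full effect; strong numbers were not always called active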
PfHsp40 yeast – rescue of yeast from PfHsp40 toxicity, primary screen, S. cerevisiae, ATP luminescence | S. cerevisiae expressing PfHsp40, growth rescue | growth rescue, % at 12.5 µM | hit rate 0.68% among 340,000; in the data active = growth rescue above about 28%, passing the limit was not always enough;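 also: yeast W303a lacking pdr1 and pdr3 grown in galactose medium; growth measured after three days at 30 °C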
* hit, by the source's call; i = inactive; / = not tested or not shown; + = active, no number.

SMILES | Yp Topo-I inh | DUSP3 inh | Vc quorum ag | SARS 3CLpro inh | TcdB inh | Anthrax LF inh2 | Rv3671c protease | MazF activator | SSB-PriA inh | PfHsp40 yeast
Cc1ccc2cc(CN(CCCO)S(=O)(=O)c3ccccc3F)c(=O)[nH]c2c1C | 6 | 7 | -0.2 | -2 | -0.2 | 2 | -16 | -6 | -4 | -0.1
CC12CCC(=O)N1C(C(=O)Nc1cc(C(F)(F)F)ccc1N1CCOCC1)CS2 (stereo unspecified) | -1 | / | 0.8 | / | 0.1 | -2 | -4 | 5 | -4 | -2.2
N#Cc1ccccc1NC(=O)CSc1nccn1CCc1ccccc1 | 0 | 10 | 0.9 | -6 | / | -2 | -5 | -5 | 3 | -0.6
COc1ccc(OCCC(=O)OCC(=O)NC(=O)NC2CCCCC2)cc1 | 30 | -14 | 0.8 | 5 | 0.4 | -2 | 3 | 6 | 2 | 2.2
O=C(CSc1nc2ccccc2[nH]1)c1c[nH]c2ccccc12 | 0 | 1 | i | 1 | 0.2 | -3 | -3 | 0 | 65* | 0.1
O=C(O)c1ccc(NC(C(=O)c2ccccc2)c2ccccc2)cc1 (stereo unspecified) | -4 | / | i | / | -0.5 | -4 | / | 2 | -7 | 1.1
O=C(Cn1cc(COc2ccc(Br)cc2)nn1)c1ccc(O)cc1 | -3 | / | -0.7 | / | 1.0 | -4 | / | 4 | 14 | 0.9
O=C1NC2=C(C(=O)c3ccccc32)C(c2ccccc2)N1 (stereo unspecified) | 3 | 14 | 0.9 | -3 | / | 4 | -9 | -2 | 2 | -1.2
CN1C[C@@H]2[C@@H]3C(=O)N(C)C(=O)[C@@H]3[C@](C)(C1=O)N2C(=O)c1ccc(Cl)c(Cl)c1 | 4 | / | -0.6 | / | 0.6 | 4 | / | 0 | -8 | -0.8
Cc1cc(N)n(-c2cc(C)c3ccccc3n2)n1 | -3 | 7 | -1.6 | -3 | 1.1 | 4 | 5 | -5 | 6 | -0.7
COC(=O)c1ccc(/C=C/c2ccc3cccc(OC)c3n2)cc1 | 30 | 24 | -0.6 | 1 | 0.2 | 0 | -22 | 16 | -40 | -0.6
O=C(CCCNS(=O)(=O)c1cccc2nsnc12)NCc1ccc(Cl)cc1 | 8 | 7 | i | 1 | / | 3 | -7 | 9 | -7 | -1.0
O=C(Nc1ccc(Cl)cc1)Nc1cccnc1 | 2 | 12 | -1.5 | 3 | 0.7 | -4 | -7 | 15 | -13 | -2.0
CCN1C(=O)[C@H]2[C@@H](c3ccc(-c4ccc(OC)cc4)cc3)N[C@@](Cc3ccccc3)(C(=O)OC)[C@H]2C1=O | 7 | / | 0.9 | / | 1.2 | -1 | 3 | -1 | -19 | 1.0
C/C(=N\Nc1nc(Cl)c(Cl)cc1Cl)c1ccc(S(=O)(=O)NCc2ccco2)cc1 | 12 | 2 | -0.2 | -1 | -0.8 | 0 | -11 | 4 | / | 0.3
Cc1ccc(NC(=O)c2cc3c(s2)CCCC3)cc1 | 2 | 13 | -0.4 | 3 | 1.7 | -8 | -3 | -5 | -11 | -0.5
Cn1cnnc1SCC(=O)Nc1cc(S(=O)(=O)N2CCCCCC2)ccc1Cl | 1 | 3 | -0.4 | -3 | / | 2 | -3 | 9 | -10 | -0.7
Cc1ccc(C2=C/C(=C/c3cccs3)C(=O)O2)cc1 | 7 | -4 | -0.6 | -2 | / | -3 | 2 | + | -3 | -1.0
COc1ccccc1C(=O)Nc1ccnn1C1CCN(Cc2cnn(C)c2C)CC1 | 3 | 14 | -1.7 | 2 | 1.2 | 0 | 4 | 2 | -6 | 0.8
O=c1[nH]c(=O)c2cc3ccccc3nc2[nH]1 | -5 | / | 1.3 | / | 1.1 | -6 | / | 6 | -3 | -1.7
Clc1ccc(C2CC(c3ccccc3)Nc3ncnn32)cc1 (stereo unspecified) | 21 | 15 | -0.3 | 0 | 1.3 | -3 | -2 | 9 | -4 | -1.1
Cc1nc(-c2ccccc2Cl)sc1C(=O)/C=C/N(C)C | 14 | 10 | -0.6 | 3 | 0.9 | -8 | -13 | 4 | -16 | -2.3
CCOc1ccc(C(=O)OCC(=O)NC(C)C)cc1 | 7 | 3 | -0.6 | 2 | 0.2 | -10 | -4 | 8 | -24 | 0.4
CC(=O)Oc1ccc(C(=O)O)cc1OC(C)=O | -4 | -5 | i | 3 | -0.5 | -7 | -3 | -18 | 3 | 0.1
COc1ccc(NC(=O)NCCCN2CCN(c3ccccc3F)CC2)cc1 | -5 | 25 | i | 5 | -0.5 | -10 | 4 | 9 | -3 | 1.6
CC(=O)c1ccc(N=C2NC(=O)C(CO)(CO)S2)cc1 | 6 | 10 | i | -4 | 0.6 | 8 | 4 | -9 | -7 | -0.4
COCCN(C(=O)COC(=O)Cc1cccc(OC)c1)c1c(N)n(Cc2ccccc2)c(=O)[nH]c1=O | 4 | / | i | / | 0.8 | -4 | 1 | -5 | -9 | -0.6
O=C(c1ccc(F)c([N+](=O)[O-])c1)N1CC2CC(C1)c1cccc(=O)n1C2 (stereo unspecified) | 6 | 6 | i | -4 | -0.3 | -7 | -2 | -3 | -1 | 0.0
O=[N+]([O-])c1cccc(-c2n[nH]c(=S)n2Cc2ccccc2)c1 | 1 | 2 | -0.2 | 0 | / | -2 | 14 | 2 | 3 | 0.8
COc1ccc(NC(=O)c2ccccc2Oc2ccccc2)c(OC)c1 | 1 | 5 | -0.8 | 3 | -0.1 | -5 | -4 | 5 | -21 | 1.8
CCCCn1c(N)c(N(CC(C)C)C(=O)c2cccc(S(=O)(=O)N(CC)c3ccccc3)c2)c(=O)[nH]c1=O | 5 | / | 0.0 | / | -0.9 | -1 | / | -1 | -13 | 12
O=C(c1ccc(COc2ccc3c(c2)CCC3)o1)N1CCN(c2ccccc2)CC1 | 38 | / | 2.0 | 3 | 1.1 | 1 | -16 | -3 | 10 | 6.3
COc1cc(CNCc2ccccc2)cc(Cl)c1OC | 1 | 15 | i | -2 | 1.5 | -6 | -10 | 2 | -5 | -1.0
COc1ccccc1NC(=O)c1sc2nc(N3CCOCC3)c3c(c2c1N)CCCC3 | -3 | 5 | i | -3 | -0.9 | -2 | -3 | -2 | 0 | -0.1
CCCC(=O)OCC[N+](C)(C)C | 2 | -3 | 6.2 | -4 | 2.5 | -1 | 5 | 10 | -7 | 1.9
NCCc1c(-c2ccccc2)n(-c2ccccc2)c2ccccc12 | -5 | 22 | -1.0 | 6 | 2.9 | -5 | / | 1 | 33 | -0.7
Cc1noc(C)c1C(=O)OCC(=O)N(C)C1CCS(=O)(=O)C1 (stereo unspecified) | -4 | 10 | -0.3 | 4 | 0.7 | 0 | 0 | 3 | -2 | 1.3
CC(C)Nc1cc(C(C)(C)C)nc2c(-c3ccccc3)cnn12 | -1 | 16 | -2.0 | -3 | 0.1 | -6 | 1 | 2 | -11 | 2.7
CN(CC(=O)NCc1ccccn1)S(=O)(=O)c1ccc2ccccc2c1 | 2 | 25 | -0.1 | -1 | 0.5 | -6 | 6 | -13 | -6 | 1.1
CC(=O)NC(CC(=O)N1CCN(C(C)=O)CC1)c1ccccc1 (stereo unspecified) | 11 | 7 | i | -4 | 1.4 | 4 | 2 | -2 | -5 | -0.6
Cc1cc2ccccc2n2c(SCC(=O)Nc3ccc(S(=O)(=O)N4CCCCC4)cc3)nnc12 | 20 | 1 | -0.3 | -3 | / | -2 | -17 | -20 | -3 | 0.5
CCOC(=O)C1(Cc2cccc(F)c2)CCN(Cc2c(C)nn(CC)c2C)CC1 | 1 | 1 | -0.1 | 3 | 1.1 | 1 | 6 | 6 | -2 | -0.4
Cc1ccc(Cl)c(NC(=O)CCl)c1Cl | 2 | 9 | 9.9 | -1 | -6.0 | -4 | -9 | 3 | -17 | 0.3
CSc1nc2nc(-c3cccc(C(F)(F)F)c3)ccn2n1 | -4 | 17 | -0.2 | -3 | -2.8 | -3 | -2 | 5 | -3 | 0.2
c1ccc2c(c1)Cc1cc3ccccc3nc1-2 | -13 | 34 | -0.3 | -1 | 1.8 | 3 | -10 | -1 | -1 | 2.6

Some of these compounds in order of molar mass, low to high:
SMILES | Yp Topo-I inh | DUSP3 inh | Vc quorum ag | SARS 3CLpro inh | TcdB inh | Anthrax LF inh2 | Rv3671c protease | MazF activator | SSB-PriA inh | PfHsp40 yeast
CSc1nc2nc(-c3cccc(C(F)(F)F)c3)ccn2n1 | -4 | 17 | -0.2 | -3 | -2.8 | -3 | -2 | 5 | -3 | 0.2
NCCc1c(-c2ccccc2)n(-c2ccccc2)c2ccccc12 | -5 | 22 | -1.0 | 6 | 2.9 | -5 | / | 1 | 33 | -0.7
COc1ccccc1NC(=O)c1sc2nc(N3CCOCC3)c3c(c2c1N)CCCC3 | -3 | 5 | i | -3 | -0.9 | -2 | -3 | -2 | 0 | -0.1

(next part)
SMILES | Yp Topo-I inh | DUSP3 inh | Vc quorum ag | SARS 3CLpro inh | TcdB inh | Anthrax LF inh2 | Rv3671c protease | MazF activator | SSB-PriA inh | PfHsp40 yeast
COC(=O)Cc1ccc(OCC(=O)Nc2ccc(OC(F)(F)F)cc2)cc1 | 14 | -13 | -0.4 | 3 | 0.5 | 2 | -8 | 3 | -3 | 4.1
Brc1ccc(C2=CC(c3ccco3)n3nnnc3N2)cc1 (stereo unspecified) | 14 | 12 | -0.4 | -3 | 0.4 | 3 | -6 | -17 | -8 | -2.3
CCOc1ccc(NC(=O)CN(C)C(=O)c2cc([N+](=O)[O-])ccc2Sc2ccccc2)cc1OCC | 13 | / | i | / | 0.5 | 2 | / | -1 | 5 | -0.6
Cc1cc(/C=N/NC(N)=S)c(C)n1-c1ccc(Br)cc1 | 13 | -14 | -0.4 | -3 | -0.2 | 1 | -3 | -11 | / | -1.5
CCCCCCCCCCCCCCCC(=O)NCCO | 0 | / | -0.5 | / | 0.7 | 4 | 3 | -7 | 0 | -0.2
CC(=O)c1cccc(NC(=O)c2ccncc2)c1 | -3 | 10 | -1.0 | -1 | / | -1 | -1 | -1 | -27 | 3.9
COc1cc(C(=O)Nc2ccc3c(c2)C(=O)c2ccccc2C3=O)cc(OC)c1OC | -4 | 7 | -0.3 | -6 | / | 3 | -3 | 13 | 0 | -0.7
CCOC(=O)c1cc(C)[nH]c(=S)c1C#N | -3 | 22 | 1.5 | 0 | / | -8 | -11 | -2 | 8 | 0.0
CC(C)CN(C(=O)COC(=O)CCC(=O)c1ccc(F)cc1)c1c(N)n(Cc2ccccc2)c(=O)[nH]c1=O | 0 | / | i | / | -5.0 | -1 | 3 | -9 | -10 | -1.1
CCOC(=O)N1CCN(C(=O)C2CCC(=O)N(Cc3cccc(C(F)(F)F)c3)C2)CC1 (stereo unspecified) | -17 | -17 | i | 2 | 1.2 | 0 | -3 | 1 | -10 | 0.1
CCc1ccc(S(=O)(=O)Nc2ccncc2)cc1 | -2 | 31 | -0.7 | -6 | 0.6 | -7 | 10 | 5 | -10 | -0.9
Cc1onc(-c2c(Cl)cccc2Cl)c1C(=O)N1CCSCC1 | 1 | -9 | i | -4 | -0.5 | / | 14 | 2 | -1 | -1.3
COc1ccccc1NC(=S)N(Cc1ccccc1)Cc1cccnc1 | 3 | 29 | -1.1 | -2 | -5.1 | -5 | 4 | 6 | 0 | 0.0
CC(C)CCCn1c(O)c(/C=C2/C=CC=N2)c(=O)[nH]c1=O | 7 | 2 | -0.2 | 4 | / | -1 | -16 | 3 | / | 5.7

These rows are one share of the data, so the mix of outcomes need not match the whole.
